Dengue-2 NS5 capping: Dengue-2 NS5 methyltransferase inhibitors, primary screen, biochemical, confirmation dose response (AID 588689); Genome polyprotein (Dengue virus type 2 (strain 16681-PDK53)); Dengue-2 NS5 methyltransferase capping enzyme assay, biochemical; higher % means a stronger effect; inhibition, % at 25 µM, or IC50 in µM where a hit was titrated; 0.3% of 340,000 active; in the data active means a potency from the dose series
K1F lysis inhibition: inhibition of K1F phage lysis, E. coli UTI89, bacterial capsule biogenesis inhibitors, alamar blue (AID 488966) | E. coli UTI89 K1F phage lysis, alamar blue, 2 h; higher % means a stronger effect | inhibition, % at 100 µM; hits with a dose series show IC50 in µM | 0.02% of 340,000 active;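 active means phage lysis inhibition, versus mean bacterial control, above a set limit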;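 further: capsule biogenesis inhibitors block K1F phage lysis so surviving cells raise fluorescence; higher fluorescence means more inhibition of phage lysis; actives were called in the ten point dose series up to 300 µM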
NTR1 agonist: agonists of NTR1, primary screen, imaging, U2OS cells, beta-arrestin-GFP, high content (AID 493036); Neurotensin receptor type 1 (Homo sapiens), P30989; NTR1-U2OS beta-arrestin-GFP spot imaging, agonist mode; activation, % at 20 µM; 0.17% of 330,000 active;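 active means activation at or above 40% of the spot to cytoplasm intensity ratio, with at least 20 cells analyzed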;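 further: 0% = DMSO without peptide and 100% = 100 nM NTR1 peptide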
Target sequence (P30989 whole entry, looked up): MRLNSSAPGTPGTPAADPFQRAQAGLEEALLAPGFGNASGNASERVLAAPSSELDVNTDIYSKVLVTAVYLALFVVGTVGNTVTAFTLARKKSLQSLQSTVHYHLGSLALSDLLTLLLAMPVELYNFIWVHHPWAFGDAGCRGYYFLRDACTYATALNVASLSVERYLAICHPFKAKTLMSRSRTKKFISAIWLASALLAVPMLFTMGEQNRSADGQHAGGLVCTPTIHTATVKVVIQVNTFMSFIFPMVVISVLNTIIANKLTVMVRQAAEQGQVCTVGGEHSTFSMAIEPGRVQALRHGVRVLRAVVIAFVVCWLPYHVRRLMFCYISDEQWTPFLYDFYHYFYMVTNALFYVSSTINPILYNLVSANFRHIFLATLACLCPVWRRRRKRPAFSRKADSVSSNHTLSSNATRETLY
NTR1 agonist cell count 20 µM: recorded beside NTR1 agonist, whose call it bears; cell count; measured here: cell count, cytotoxicity flag
Dengue-2 NS5 capping pilot replicate: further read-out of Dengue-2 NS5 capping, marked with its call; inhibition, %; measured here: pilot screen replicate inhibition
Numbers without * were called inactive; [ ] = dose if it differs, or a comment.

Sample of the layout (three entries):
SMILES	Dengue-2 NS5 capping	K1F lysis inhibition	NTR1 agonist	NTR1 agonist cell count 20 µM	others
CCN(CC(=O)NC1CCS(=O)(=O)C1)S(=O)(=O)c1cc([N+](=O)[O-])ccc1C (configuration not stated)	0.7%	0.9%[50 µM]	-0.8	63
COc1ccc(C)cc1NC(=O)C1CCCCN1S(=O)(=O)c1ccccc1 (configuration not stated)	-5.3%	-0.3%[50 µM]	0.5	50
COc1cccc(C2(C)NC(=O)N(CC(=O)c3cc(C)n(C4CC4)c3C)C2=O)c1 (configuration not stated)	-0.7%	0.0%[50 µM]	0.6	51

The listing (from the top)
SMILES	Dengue-2 NS5 capping	K1F lysis inhibition	NTR1 agonist	NTR1 agonist cell count 20 µM	others
CCN(CC(=O)NC1CCS(=O)(=O)C1)S(=O)(=O)c1cc([N+](=O)[O-])ccc1C (configuration not stated)	0.7%	0.9%[50 µM]	-0.8	63
COc1ccc(C)cc1NC(=O)C1CCCCN1S(=O)(=O)c1ccccc1 (configuration not stated)	-5.3%	-0.3%[50 µM]	0.5	50
COc1cccc(C2(C)NC(=O)N(CC(=O)c3cc(C)n(C4CC4)c3C)C2=O)c1 (configuration not stated)	-0.7%	0.0%[50 µM]	0.6	51
CN(C(=O)CSc1ncnc2ccccc12)C1CCS(=O)(=O)C1 (configuration not stated)	-7.4%	0.7%[50 µM]	1.1	86
COc1ccc(C(=O)CN2C(=O)NC3(CCCc4ccccc43)C2=O)cc1 (configuration not stated)	-6.6%	0.1%[50 µM]	-0.4	57
CN1CCN(S(=O)(=O)c2ccc(N3CCN(c4ccccc4O)CC3)c([N+](=O)[O-])c2)CC1	5.0%	1.0%[50 µM]	-0.2	43
CCc1cccc(OCCOC(=O)CNS(=O)(=O)c2ccc(NC(C)=O)cc2)c1	6.5%	0.8%[50 µM]	-0.3	66
Cc1occc1-c1nnc(SCC(=O)c2c(N)n(C3CC3)c(=O)[nH]c2=O)n1C	6.1%	0.5%[50 µM]	1.3	58
O=C(COC(=O)c1ccc2ncsc2c1)Nc1cc([N+](=O)[O-])ccc1Cl	0.4%	1.1%[50 µM]	-1.8	57
CN(c1ccccc1)S(=O)(=O)c1ccc(Cl)c(C(=O)Nc2ccncc2)c1	-9.2%	0.4%[50 µM]	3.2	66
CCCCn1c(N)c(N(CCC(C)C)C(=O)C2=NN(c3ccccc3)C(=O)CC2)c(=O)[nH]c1=O	2.2%	0.6%[50 µM]	6.3	58
CCOC(=O)C1=C(C)NC(C)=C(C(=O)OCC)C1C(=O)OCC(=O)NCCc1ccc(S(N)(=O)=O)cc1	-11.5%	0.2%[50 µM]	-0.3	37

Ordered by molecular weight (high to low): part of the list above.
SMILES	Dengue-2 NS5 capping	K1F lysis inhibition	NTR1 agonist	NTR1 agonist cell count 20 µM	others
CCc1cccc(OCCOC(=O)CNS(=O)(=O)c2ccc(NC(C)=O)cc2)c1	6.5%	0.8%[50 µM]	-0.3	66
CCN(CC(=O)NC1CCS(=O)(=O)C1)S(=O)(=O)c1cc([N+](=O)[O-])ccc1C (configuration not stated)	0.7%	0.9%[50 µM]	-0.8	63
Cc1occc1-c1nnc(SCC(=O)c2c(N)n(C3CC3)c(=O)[nH]c2=O)n1C	6.1%	0.5%[50 µM]	1.3	58
CN(C(=O)CSc1ncnc2ccccc12)C1CCS(=O)(=O)C1 (configuration not stated)	-7.4%	0.7%[50 µM]	1.1	86

Continuation.
SMILES	Dengue-2 NS5 capping	K1F lysis inhibition	NTR1 agonist	NTR1 agonist cell count 20 µM	others
COc1ccc(-c2sc3ccccc3c2-c2ccc(OCCN(C)C)cc2)cc1	-3.9%	-3.0%	12.6	50
Cc1ccnc(NC(=O)c2cccc(S(=O)(=O)N3CCN(c4ccc(F)cc4)CC3)c2)c1	-8.7%	0.4%[50 µM]	0.9	60
COc1ccc(NC(=O)c2ccc(NC(=O)c3nc4nccc(C)n4n3)cc2)cc1	4.5%	0.6%[50 µM]	2.7	59
CCN(c1ccccc1)S(=O)(=O)c1ccc(OC)c(NC(=O)c2c(C)noc2C)c1	-1.4%	0.4%[50 µM]	0.6	52
O=C(c1ccc(=O)[nH]n1)N1CCN(S(=O)(=O)c2cccc(F)c2)CC1	-3.7%	0.6%[50 µM]	-0.7	44
N#Cc1cccc(C(=O)OCC(=O)N2CCCc3ccccc32)c1	0.7%	-0.3%[50 µM]	0.8	54
O=C(COC(=O)c1cccc(Br)c1)Nc1ccc2[nH]c(=O)[nH]c2c1	-1.4%	0.2%[50 µM]	1.1	48
CCOC(=O)/C=C/[C@H]1CCc2cccc(C)c2O1	0.0%	1.2%	-0.8	65
Cc1ccc(S(=O)(=O)NCC(=O)NNC(=O)c2ccc(Br)cc2)cc1C	-6.4%	0.7%	1.7	62
O=C1C=C(c2cc(C(F)(F)F)cc(C(F)(F)F)c2)C[C@@H](c2ccc3c(c2)OCO3)C1	0.8%	0.9%	-1.5	59
COc1cc(NC(=O)CC(C)C)ccc1NC(=O)c1ccco1	-2.1%	0.0%	0.6	44
Nc1c(Cl)cc(-c2csc(N3CCCC3c3nc4cc(Cl)c(N5CCCCC5)cc4n3CCOCCO)n2)cc1Cl (configuration not stated)	-7.2%	1.2%	4.8	77
COc1ccc(C(=O)COC(=O)c2ccccn2)cc1OC	1.1%	0.8%[50 µM]	1.9	66
O=C(COC(=O)CSc1ccc([N+](=O)[O-])cc1)NCCC1=CCCCC1	4.5%	0.3%[50 µM]	3.8	52
Cc1cccc(C)c1OCC(=O)Nc1cccc(S(=O)(=O)N2CCCC2)c1	-5.0%	0.1%[50 µM]	-0.4	60
COc1cc(C)c(NC(=O)COc2cccc3c2OC(C)(C)C3)cc1OC	1.1%	0.2%[50 µM]	-1.6	51
COc1ccc(NC(=O)COc2ccc(-n3cnnn3)cc2)cc1OC	1.5%	1.4%[50 µM]	0.5	62
CC1CCN(C(=O)c2ccc(N3CCOCC3)c([N+](=O)[O-])c2)CC1	-2.2%	0.1%[50 µM]	4.4	52
Cc1cc(C)cc(NC(=O)CN2C(=O)NC(Cc3c[nH]c4ccccc34)C2=O)c1 (configuration not stated)	4.6%	0.4%[50 µM]	-0.8	61
CCOc1ncccc1C(=O)OCC(=O)Nc1ccc2c(c1)CCC2	-7.4%	0.7%	1.5	69
Cc1ccc(NC(=O)NC(=O)CN2CCCC2c2ccc3c(c2)OCCO3)cc1C (configuration not stated)	-1.8%	0.3%[50 µM]	0.5	59
O=C(C[C@@H]1C/C=C\C[C@@H](Cc2ccc(F)cc2)C(=O)OCCNC1=O)NCCO	-13.1%	2.0%	-1.8	51
CN(C)Cc1c(C(C)(C)O)[nH]c2ccc(C(F)(F)F)cc12	2.4%	0.1%	0.2	57
CCc1ccc(C(=O)Nc2ccc(OC)c(S(=O)(=O)N3CCCCC3)c2)cc1	10.1%	0.4%[50 µM]	0.5	88
COc1ccc(C)cc1NC(=O)CN1CCCC1c1ccc2c(c1)OCCCO2 (configuration not stated)	-3.9%	-5.4%	1.8	101
O=[N+]([O-])c1ccc2c3n([n+]([O-])c2c1)CCN=C3c1ccc(Cl)cc1	-1.6%	0.8%	1.3	53
Cc1noc(C)c1NC(=O)N(C)C[C@H]1Oc2c(NC(=O)Cc3ccccc3)cccc2C(=O)N([C@H](C)CO)C[C@@H]1C	24.8%	1.6%	0.0	59
CC(C)N(C(=O)[C@H]1CC(CC(=O)NC(C)(C)C)C(=O)N2CCc3c([nH]c4ccccc34)[C@]12C)C(C)C (some centres not stated)	-4.0%	0.3%	-0.7	62	Dengue-2 NS5 capping pilot replicate=-0.3
CCC(=O)c1coc2ccc(O)cc12	6.8%	0.1%	-0.2	51
COc1ccc(N2CCN(C(=O)c3ccc(S(=O)(=O)NCc4ccco4)cc3)CC2)cc1	2.6%	0.5%[50 µM]	-1.6	77
O=C(CN1CCSC1=O)N1CCN(S(=O)(=O)c2ccccc2)CC1	-4.5%	0.9%[50 µM]	-1.3	66
Cc1ccc(S(=O)(=O)Nc2ccc(S(=O)(=O)Nc3nccs3)cc2)cc1C	-3.2%	3.0%	3.7	49
Cc1[nH]c2ccccc2c1SCCN	-7.0%	1.0%	0.8	58
CCOC(=O)C1=C(C)Nc2ccccc2N=C1NC(=O)c1cc(C)on1	-3.7%	0.7%[50 µM]	-2.2	98
COc1ccc(NC(=O)CCOc2ccc(C)cc2)cc1S(=O)(=O)N1CCCCC1	-9.3%	1.6%[50 µM]	-2.3	64
C#CCOCCOCCOCCNc1nc(N2CCN(C(=O)CCCCCCCCCCNC(=O)[C@H](CCCCN)n3cc(C[C@@H](C)CC)nn3)CC2)nc(N2CCN(C(=O)CCCCCCCCCCNC(=O)[C@@H]([C@H](C)O)n3cc(C)nn3)CC2)n1	-2.5%	0.5%	3.7	19
COc1ccc(NC(=O)CN(C)C(=O)CSCc2c(C)noc2C)cc1	2.9%	1.3%[50 µM]	-0.1	48
CC(C)N(C(=O)[C@H]1C[C@H](CC(=O)NCCN2CCOCC2)C(=O)N2CCc3c([nH]c4ccc(Cl)cc34)[C@]12C)C(C)C	-0.7%	0.0%	-0.3	65	Dengue-2 NS5 capping pilot replicate=-0.3
COc1ccccc1CNC(=O)C(=O)NCC1CCCN1S(=O)(=O)c1cccs1 (configuration not stated)	0.7%	0.7%[50 µM]	-0.1	63
CC1CCCCC1NC(=O)COc1ccccc1C#N (configuration not stated)	-3.8%	0.6%[50 µM]	2.3	48
CCn1c2ccccc2c2cc(NC(=O)COC(=O)c3ccc(O)cc3)ccc21	-2.2%	0.0%[50 µM]	2.8	60
COC(=O)c1ccc(CNC(=O)COC(=O)/C=C/c2ccc(OC)c(OC)c2)cc1	-6.8%	1.0%[50 µM]	-1.0	44
Cc1ccc(Cl)c(OCC(=O)N(C)CC(=O)Nc2ccc(N3CCOCC3)cc2)c1	3.6%	1.1%[50 µM]	1.7	65
CCN(CC(=O)NCc1cccs1)C(=O)c1cccc(S(=O)(=O)Nc2cccc(C)c2)c1	-4.4%	0.5%[50 µM]	1.2	89
Cc1cc(C)c(NC(=O)CCCn2c(=O)oc3ccccc32)c(C)c1	0.0%	0.5%[50 µM]	-1.8	61
COc1ccccc1C(=O)NCCC(=O)NC(C)c1ccc(-n2ccnc2)cc1 (configuration not stated)	-1.5%	0.3%[50 µM]	0.6	81
Cc1cc(C(=O)NN=C2CC(=O)CC(C)(C)C2)c(C)o1	0.0%	3.9%	0.9	40
Clc1ccc(C2=NCCn3nc4ccccc4c32)cc1	-0.8%	5.7%	0.8	54
O=C(COC(=O)CNC(=O)C1CCCCC1)Nc1ccc(Cl)cn1	-3.4%	0.0%	-1.6	75	Dengue-2 NS5 capping pilot replicate=2.4
O=C(Nc1ccc(S(=O)(=O)NC2=NCCCCC2)cc1)c1cccs1	-5.5%	0.8%[50 µM]	0.7	58
CC1(C)O[C@@H]2C[C@H]3[C@@H]4C[C@H](F)C5=CC(=O)C=C[C@]5(C)[C@H]4[C@@H](O)C[C@]3(C)[C@]2(C(=O)CO)O1	-5.1%	6.2%	-0.8	70
C[C@@H]1CC[C@]2(C(=O)O[C@@H]3O[C@H](CO)[C@@H](O)[C@H](O)[C@H]3O)CC[C@]3(C)C(=CCC4[C@@]5(C)C[C@@H](O)[C@H](O)[C@@](C)(C(=O)O[C@@H]6[C@H](O)C[C@@]7(C)C(CC[C@]8(C)C7CC=C7[C@H]9[C@](C(=O)O[C@@H]%10O[C@H](CO)[C@@H](O)[C@H](O)[C@H]%10O)(CC[C@@H](C)[C@@]9(C)O)CC[C@]78C)[C@@]6(CO)C(=O)O)C5CC[C@]43C)[C@@H]2[C@]1(C)O (some centres not stated)	-7.6%	0.0%	0.6	56	Dengue-2 NS5 capping pilot replicate=-7.9
CCCc1cc(=O)[nH]c2nnc(SCC(=O)NC3CCCCC3)n12	0.0%	0.8%[50 µM]	0.1	42
CCOC(=O)CNS(=O)(=O)Cc1ccccc1	-8.8%	1.5%	-0.3	61
Cc1ccc(C(=O)NCC(=O)NCC(c2cccs2)N(C)C)cc1C (configuration not stated)	-6.9%	0.3%[50 µM]	0.4	77
O=C(CNC(=O)c1ccc(Br)o1)NC1CCCCCC1	-3.6%	0.0%[50 µM]	-0.6	58
CCOc1ccc(CCNC(=O)C2CC(=O)N(CCc3ccc(OC)c(OC)c3)C2)cc1OCC (configuration not stated)	-8.1%	0.6%[50 µM]	-1.2	54
CC(C)C[C@@H]1CN=C(N)N1C[C@@H]1CCCN1C[C@@H](C(C)C)N1C[C@@H](Cc2ccccc2)N(CCc2ccc(Cl)c(Cl)c2)C1=N	-2.0%	2.4%	-1.1	67	Dengue-2 NS5 capping pilot replicate=-2.1
COCCN(C(=O)c1cc2c(s1)CCCCC2)c1c(N)n(Cc2ccccc2)c(=O)[nH]c1=O	-10.8%	0.3%[50 µM]	1.1	59
CCOc1ccc(N2CC(C(=O)NNC(=O)c3ccc(F)cc3)CC2=O)cc1 (configuration not stated)	-14.0%	0.3%[50 µM]	-1.6	52
CCN(C(=O)COC(=O)c1cccc(S(=O)(=O)NCc2ccccc2)c1)c1ccccc1	-4.4%	-0.4%[50 µM]	0.4	65
CC(Oc1ccccc1)C(=O)N1CCC2(CC1)Oc1ccc(F)cc1C(=O)C21CC(c2ccccc2)=NO1 (configuration not stated)	-6.5%	4.4%	2.8	98

Screening data (PubChem)

Only part of the results is shown. The share of hits here may be higher or lower than overall.
